Growth percent in the NCI-60 one-dose screen (48 h, 10 µM unless noted): 100 = growth as untreated, 0 = no growth, -100 = all killed.
UACC-62: UACC-62 melanoma; AID 1794756; 81,000 compounds, 5.4% hits; active = growth percent below 10
Starred values were filed as active, the others as inactive; & = joins results of further samples; [ ] = remark or other dose.

The opening 2 entries, to show the layout:
SMILES	UACC-62
CCCC[C@@H]1CCN2C[C@@H](O)[C@@H](O)[C@@H]2[C@H]1O	90&111[100 µM]
CCCCCN1C(=O)C(CO)N=C(c2cccc(O)c2)c2ccc(Cl)cc21 (stereo not given)	97[30 µM]

The list itself, repeating the preview:
SMILES	UACC-62
CCCC[C@@H]1CCN2C[C@@H](O)[C@@H](O)[C@@H]2[C@H]1O	90&111[100 µM]
CCCCCN1C(=O)C(CO)N=C(c2cccc(O)c2)c2ccc(Cl)cc21 (stereo not given)	97[30 µM]
O=C1C(Cc2ccccc2)N=C(c2ccc(O)cc2)c2cc(Cl)ccc2N1CC1CC1 (stereo not given)	80[30 µM]

A portion of the library; the hit share may differ from the screen's.
